High-throughput results deposited in PubChem by National Center for Advancing Translational Sciences (NCATS).
p53ts 32C tox: p53ts cell cytotoxicity, permissive temperature; H1299-p53A138V at 32C, ATP luminescence viability, 24 h; Potency, µM (doses to about 46.1 µM), inactives show top-dose activity change, negative = cytotoxicity, usual class: cytotoxic; 130,000 compounds, 0.93% hits;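 note: 0% = DMSO and -100% = full killing by reference compound; nearly all actives have a fitted effect of over 55% in size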
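ATP-content luminescence (ATPlite) read-out after 24 h compound exposure at 32C in H1299-p53A138V cells (600/well). Tested up to 46 uM. Normalized to DMSO (0%) and 100 uM tamoxifen (100% killing); Hill-fit AC50.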
IkB sig inh: suppresses IkB signaling in ABC-DLBCL reporter cells; ABC-DLBCL IkBa-CBG/CBR dual luciferase ratio, 4 h; response scale: scaled: untreated 0%, proteasome inhibitor 100%; Potency, µM (highest dose often 57.1 µM), for the others: at the highest dose IkBa stabilization activation; 110,000 compounds, 0.04% hits; active = well fitted curve in the direction sought with a large enough effect in the signal ratio, not every such curve was filed as active; inconclusive = small, poorly fitted or top-dose-only effect, or a change in a side signal; the % refers to the signal ratio;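 note: the direction sought is a rising ratio; 0% = basal untreated cells and 100% = reference inhibitor full response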
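In this assay, an IκBα–CBG68 fusion accumulates when IKK-driven degradation is blocked; native CBR normalizes for cell number. OCI-Ly3 cells were treated 4 h with compound and doxycycline, then green and red light read after Chroma-Glo addition.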
Imprint erasure: genomic imprint erasure induction; Potency, µM (series often up to 60.7 µM), inactives show at the top dose activity change, positive = activation, actives largely listed as activators; mouse ES Peg3-LacZ reporter, beta-gal luminescence, 40 h; AID 1948; 110,000 compounds, 0.02% hits;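 note: 0% = negative control wells on the plate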
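Imprint erasure is scored as LacZ activity from the silenced maternal Peg3 allele in feeder-free female ES cells cultured 40 h with LIF. Luminescence is normalized to in-plate negative controls and fitted to the Hill equation.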
p53ts 39C kill: p53ts cell cytotoxicity, nonpermissive temperature. H1299-p53A138V viability at 39C, ATP luminescence, 24 h. Potency, µM (titrated, usually from 46.1 µM), for inactives: top-dose activity change, negative = cell killing, most hits filed as cytotoxic. 130,000 compounds, 1.5% hits. AID 902; note: nearly all actives have a fitted effect of over 55% in size
* hit, by the source's call; u = inconclusive; x = not tested or not shown; [ ] = another dose, or the depositor's remark. Unless noted, calls come from the whole dose curve; as a rule, active = well fitted curve in the direction sought with a large enough effect; inconclusive = small, poorly fitted or top-dose-only effect, or another doubt; inactive = no such curve, though single readings can be large; an effect the other way counts as inactive or inconclusive. Unless noted, % is set by controls: 0 for no effect and ±100 for the full control effect; potency is the fitted concentration of half-maximal effect.

| SMILES | p53ts 32C tox | IkB sig inh | Imprint erasure | p53ts 39C kill |
| --- | --- | --- | --- | --- |
| CC(=O)Nc1ccc(Nc2nc3ccc(C)cc3n3nnnc23)cc1 | -11% | 1.6% | 5%[10.9 µM] | -19% |
| COc1ccccc1CNC(=O)C(=O)NCC(c1ccco1)S(=O)(=O)c1ccc(F)cc1 (stereo unspecified) | 9% | 1.3% | -9%[10.9 µM] | -6% |
| Cc1cc(C)n2nc(-c3ccc(Cl)cc3)nc2n1 | -21% | -1.8% | -6%[10.9 µM] | u |
| Cc1ccc(NC(=O)CN2C(=O)c3cccnc3Sc3ccccc32)c(Br)c1 | -7% | u | -7%[10.9 µM] | 1% |
| O=C1C=C(Nc2ccc(O)cc2)CC(c2ccco2)C1 (stereo unspecified) | -10% | x | x | 11% |
| Cn1c(=O)cc(OCCCC(=O)N2CCN(c3ccccn3)CC2)c2ccccc21 | 4% | 4.9% | -16% | -13% |
| COc1ccc(N2CCN(C(=O)c3ccc(CS(=O)(=O)c4ccc(Br)cc4)o3)CC2)cc1 | 6% | -0.1% | -12%[10.9 µM] | 5% |
| CCOC(=O)Cc1c(C)c2c(C)nn(-c3ccccc3)c2oc1=O | 4% | 0.3% | -20% | 2% |
| CC1CCN(S(=O)(=O)c2ccc3c(c2)N(CC(=O)NC(C)C)C(=O)CO3)CC1 | 9% | 0.2% | -13%[10.9 µM] | -8% |
| CC1=Nc2cc(C(=O)NC3CCCC3)ccc2Sc2ccc(Cl)cc21 | 12% | -0.2% | -27%[10.9 µM] | -20% |
| CC(C)OCCCNC(=O)c1ccc(NS(C)(=O)=O)cc1 | -1% | -1.3% | 5% | 11% |
| COc1cc(SC)ccc1C(=O)Nc1ccc(S(=O)(=O)N2CCCC2)cc1 | 0% | 3.1% | -12% | 1% |
| COc1ccc(N2C(=O)C(Cl)=C(N(CCO)Cc3ccccc3)C2=O)cc1 | -2% | 2.3% | -7% | -2% |
| CCCn1c(=O)c2c(ncn2C)n(CCC)c1=O | 8% | -6.6% | -10% | 12% |
| CC(C)c1ccc(NC(=O)c2ccc(Cn3nc(N4CCN(c5ccccc5)CC4)ccc3=O)o2)cc1 | -5% | -2.4% | -16%[10.9 µM] | -10% |
| Cc1ccc(C)c(S(=O)(=O)Nc2ccc3sc(C)nc3c2)c1 | 10% | x | x | 3% |
| O=C(COc1ccc(S(=O)(=O)NC2CCCCC2)cc1)NCC1CCCO1 (stereo unspecified) | 9% | 2.7% | -14% | 4% |
| CCOc1ccc(C(C)(C)C)cc1S(=O)(=O)N1CC(C)OC(C)C1 (stereo unspecified) | 8% | 3.1% | 15% | 6% |
| CC(C)Cn1c(SCc2cccc(F)c2)nc2ccsc2c1=O | -7% | u | 12%[10.9 µM] | -17% |
| O=C(CN1CCN(c2ccccc2)CC1)Nc1c(C(=O)C2CC2)oc2ccccc12 | 2% | 1.5% | 4% | 4% |
| CCCn1c2ccccc2c2nnc(SC(CC)C(=O)Nc3cc(C)on3)nc21 (stereo unspecified) | 15% | x | x | u |
| Cc1ccc(C)c(S(=O)(=O)N2CC(=O)Nc3ccccc32)c1 | -6% | -1.1% | 4% | -3% |
| Cc1c(Nc2ncnc3c2cnn3-c2ccccc2)c(=O)n(-c2ccccc2)n1C | 9% | -1.3% | 21% | 13% |
| CCOc1nc(-c2ccc(OC)cc2)ccc1-c1noc(C)n1 | 2% | -4.1% | -6% | 6% |
| COc1cccc(N2CC(NC(=O)c3cccs3)CC2=O)c1 (stereo unspecified) | -1% | -1.7% | u | 11% |

Shown as labelled records: part of the list above
CCOc1ccc(C(C)(C)C)cc1S(=O)(=O)N1CC(C)OC(C)C1 (stereo unspecified)
  p53ts 32C tox: 8% | IkB sig inh: 3.1% | Imprint erasure: 15% | p53ts 39C kill: 6%

CC1=Nc2cc(C(=O)NC3CCCC3)ccc2Sc2ccc(Cl)cc21
  p53ts 32C tox: 12% | IkB sig inh: -0.2% | Imprint erasure: -27%[10.9 µM] | p53ts 39C kill: -20%

Next section:
| SMILES | p53ts 32C tox | IkB sig inh | Imprint erasure | p53ts 39C kill |
| --- | --- | --- | --- | --- |
| O=C(O)C1C2C=CC(O2)C1C(=O)Nc1ccc2c(c1)OCCO2 (stereo unspecified) | -2% | u | -9% | -4% |
| CCOc1ccc(CCNC(=O)CSCc2nc(-c3cccc(C)c3)oc2C)cc1OCC | 0% | u | -13%[10.9 µM] | -15% |
| Cc1ccc(/C=C(\C#N)C(=O)Nc2cccc(Br)c2)o1 | -3% | 4.1% | -12%[10.9 µM] | 3% |
| CC1Cc2ccccc2N1C(=O)CSc1nc2ccccc2o1 (stereo unspecified) | 1% | u | -21% | 1% |
| CCOC(=O)N1CCN(C(=O)c2cccn3c(=O)c4sccc4nc23)CC1 | -5% | -0.5% | -9% | -13% |
| O=C(NCc1ccccc1)C(=O)NCC(c1ccco1)S(=O)(=O)c1ccc(Cl)cc1 (stereo unspecified) | 1% | u | -12%[10.9 µM] | -14% |
| Cc1ccc(C)c(CN2C(=O)N(c3cc(Cl)ccc3C)S(=O)(=O)c3ccccc32)c1 | -1% | u | -14%[10.9 µM] | -11% |
| O=C(NCc1ccc(Cl)cc1)C1(c2cccs2)CCOCC1 | 1% | -0.9% | -3%[10.9 µM] | 0% |
| Nc1nc2ccc(C(=O)NC3CCCCC3)cc2s1 | 10% | 2.5% | -5% | 3% |
| O=C(C1CCCN(S(=O)(=O)c2cnc[nH]2)C1)N1CCN(Cc2ccccc2)CC1 (stereo unspecified) | 2% | 0.1% | -3% | 13% |
| COc1ccc(Cl)cc1C(=O)Nc1ccccc1N1CCN(C(=O)C(C)C)CC1 | 11% | u | -16% | -8% |
| Cc1ccc(-c2nnn(CC(=O)N(CCO)C(C(=O)NC(C)(C)C)c3ccncc3)n2)cc1 (stereo unspecified) | 3% | -0.6% | -10% | 3% |
| Cc1ccc(CNC(=O)C2CCN(S(=O)(=O)c3c(C)noc3C)CC2)cc1 | 2% | -0.9% | -6% | -1% |
| COCC(=O)N1CCC2(CC1)CN(c1ccccn1)C2 | -16% | -1.9%[11.4 µM] | x | -6% |
| N#CCSc1nnc2ccc3ccccc3n12 | 4% | 1.0% | -17% | 17% |
| C/C=C/OC(=O)NC(c1ccccc1)[C@@]1(C(=O)OC)CCCC1=O (stereo partly specified) | 3%[9.22 µM] | x | x | 7%[9.22 µM] |
| N#CC(C#N)=c1ccc2c(c1)N1C3=C(CCCC3)CC3CCCCC31N=2 (stereo unspecified) | 2% | -3.1% | -1% | 7% |
| Cc1csc2nc(COC(=O)c3ccc(NC(=O)C(C)C)cc3)cc(=O)n12 | 3% | 3.5% | -10%[10.9 µM] | -18% |
| Nc1nc(CSc2nc3ccccc3s2)nc(N2CCCCC2)n1 | -2% | 3.8% | -15% | -17% |
| CC(NC(=O)CSc1n[nH]c(-c2ccccc2Cl)n1)c1nc2ccccc2[nH]1 (stereo unspecified) | 14% | u | 4%[10.9 µM] | -16% |
| C=C(C)COc1ccc2c(C)c(C)c(=O)oc2c1OCC(=C)C | -1% | 0.0% | -15% | 1% |
| c1ccc(CNc2ncnc3c2cnn3-c2ccccc2)cc1 | -3% | -1.8% | -20% | -2% |
| CC(C)(C)c1ccc(C2Sc3ccccc3NC3=C2C(=O)c2ccccc23)cc1 (stereo unspecified) | -5% | u | -16%[10.9 µM] | 2% |
| CCOC(=O)c1ccc(NC(=O)CCS(=O)(=O)c2ccc3c(c2)oc(=O)n3C)cc1 | 4% | -0.3% | 6%[10.9 µM] | 10% |
| O=C(NC1c2ccccc2-c2ccccc21)N1CCCCC1 | 5% | 3.4% | 1% | 3% |

Three compounds out of the list, sorted by molecular weight, lowest first:
| SMILES | p53ts 32C tox | IkB sig inh | Imprint erasure | p53ts 39C kill |
| --- | --- | --- | --- | --- |
| C/C=C/OC(=O)NC(c1ccccc1)[C@@]1(C(=O)OC)CCCC1=O (stereo partly specified) | 3%[9.22 µM] | x | x | 7%[9.22 µM] |
| Cc1ccc(CNC(=O)C2CCN(S(=O)(=O)c3c(C)noc3C)CC2)cc1 | 2% | -0.9% | -6% | -1% |
| O=C(NCc1ccccc1)C(=O)NCC(c1ccco1)S(=O)(=O)c1ccc(Cl)cc1 (stereo unspecified) | 1% | u | -12%[10.9 µM] | -14% |

(listing goes on)
Order of results – p53ts 32C tox	IkB sig inh	Imprint erasure	p53ts 39C kill
CCOc1ccc(CN2C(=O)c3ccccc3C2C(=O)NCCc2ccc(OC)c(OC)c2)cc1 (stereo unspecified)
  -3%	-0.3%	15%[10.9 µM]	-29%
COc1ccc(-c2cc3nc(C4CCN(C(=O)OC(C)(C)C)CC4)c(C(=O)O)cn3n2)cc1
  -10%	-0.7%	3%	3%
CCS(=O)(=O)c1nc(S(=O)(=O)c2ccc(C)cc2)c(NC(C)c2ccccc2)s1 (stereo unspecified)
  11%	4.7%	18%[10.9 µM]	6%
CC(C)c1ccc2c(c1)C(=O)NC(C)(C)C2
  -16%	-6.8%	-34%[inhibitor]	-1%
CCn1c2ccccc2c2nnc(SCC(=O)O)nc21
  2%	-2.7%	-15%[10.9 µM]	16%
COc1ccc(S(=O)(=O)N(CC(=O)NCCCN(C)C)c2ccc(C)cc2)cc1OC
  -6%	x	x	0%
Cc1cccn2c(=O)c(C(=O)N3CCN(c4ccccc4)CC3)cnc12
  3%	0.6%	-11%[10.9 µM]	u
Cc1ccc(Cl)cc1N1CCN(C(=O)C2CCN(S(=O)(=O)c3c(C)noc3/C=C/c3ccccc3F)CC2)CC1
  0%	-0.3%	-4%[10.9 µM]	22%
COc1cccc(NC(=O)CC2Nc3cc(C)c(C)cc3NC2=O)c1 (stereo unspecified)
  -6%	u	-8%[10.9 µM]	15%
Cc1cccc(OCCC(=O)OCC(=O)N2CCc3ccccc32)c1
  -8%	1.9%	-15%	-6%
COc1cc(C2CC(=O)c3c([nH]c(C(=O)OCc4ccc(C)cc4)c3C)C2)cc(OC)c1OC (stereo unspecified)
  -2%	u	-16%[10.9 µM]	-26%
CC1(C(=O)NC2CCCC2)CCC(=O)N1Cc1ccc2c(c1)OCO2 (stereo unspecified)
  4%	3.2%	-11%	3%
CC1=C(C(=O)OCc2ccc3c(c2)OCO3)C(c2ccc(Cl)cc2)NC(=O)N1 (stereo unspecified)
  -3%	11%	-16%	-19%
O=C(Nc1ccc2c(c1)nc1n2CCCCC1)c1cc(S(=O)(=O)N2CCOCC2)ccc1Cl
  -5%	u	-13%	-7%
COc1ccc(C(=O)c2oc3ccccc3c2NC(=O)COc2cccc(C)c2C)cc1
  -3%	1.2%	-3%[10.9 µM]	7%

Additional structures:
Order of results – p53ts 32C tox	IkB sig inh	Imprint erasure	p53ts 39C kill
O=C(Cn1c(=O)oc2ccccc21)N1CCN(c2ccc(N3CCOCC3)nn2)CC1
  0%	3.3%	-8%	1%
COc1ccc(C2=Nc3ccc(F)cc3NC(c3cccc(C(F)(F)F)c3)=N2)cc1
  5%	u	-7%[10.9 µM]	u
COCCNC(=O)CCn1c(=O)c2cc(OC)c(OC)cc2n(CC(=O)Nc2ccc(Cl)cc2F)c1=O
  11%	u	-8%[10.9 µM]	3%
Cc1ccc(N(CC(=O)N2CCN(c3ccccc3)CC2)S(=O)(=O)c2c(C)noc2C)cc1
  6%	2.5%	u	3%
COc1cc(NS(=O)(=O)c2ccc(NC(=O)c3ccccc3C(=O)O)cc2)nc(OC)n1
  -3%	3.2%	1%[10.9 µM]	-2%
CC(C)(C)n1nnnc1CN1CCN(C(c2ccccc2)c2ccccc2)CC1
  -9%	x	x	-4%

Profiles, looked up by structure. Order of screens: p53ts 32C tox, IkB sig inh, Imprint erasure, p53ts 39C kill
c1ccc(CNc2ncnc3c2cnn3-c2ccccc2)cc1 is listed as -3%, -1.8%, -20%, -2%
CC1Cc2ccccc2N1C(=O)CSc1nc2ccccc2o1 (stereo unspecified) is listed as 1%, u, -21%, 1%
CC(NC(=O)CSc1n[nH]c(-c2ccccc2Cl)n1)c1nc2ccccc2[nH]1 (stereo unspecified) is listed as 14%, u, 4%[10.9 µM], -16%
CCOc1ccc(C(C)(C)C)cc1S(=O)(=O)N1CC(C)OC(C)C1 (stereo unspecified) is listed as 8%, 3.1%, 15%, 6%
